KOR beta-arrestin-1 = KOR agonists, beta-arrestin recruitment, primary screen, cell-based, luminescence, uHTS (AID 1777). KOR beta-arrestin recruitment, luminescence; higher % means a stronger effect. one-dose activation, % at 10 µM; EC50 in µM for titrated hits. 280,000 compounds, 0.02% hits; in the data active = activation above about 50%, passing the limit was not always enough; note: a part of the inactive calls stands beside numbers as strong as those of hits
KOR beta-arrestin-2 = KOR antagonists, beta-arrestin recruitment, cell-based, luminescence, uHTS (AID 1778). one-dose inhibition, % at 10 µM; IC50 in µM for titrated hits. 290,000 compounds, 0.091% hits. KOR beta-arrestin recruitment, luminescence, antagonist mode; higher % means a stronger effect; note: strong numbers were not always called active
NOD1 NF-kB reporter = inhibition of NOD1-driven NF-kB reporter – cell-based, luminescence, uHTS, primary screen (AID 1578) | NOD1-driven NF-kB luciferase reporter cells, luminescence; higher % means a stronger effect | one-dose inhibition, % at 4 µM; EC50 in µM for titrated hits | 290,000 compounds, 1% hits; in the data active = inhibition mostly above about 36%, no sharp cut-off; inactive = mostly below about 34%;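 note: HEK-293T reporter cells stimulated with the NOD1 agonist gamma-tri-DAP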
human PMI inhibition = MPI enzyme activity inhibition – biochemical, fluorescence intensity, coupled assay, primary screen (AID 1209) | 190,000 compounds, 0.42% hits | one-dose inhibition, % at 20 µM; IC50 in µM for titrated hits | purified PMI enzyme, coupled fluorescence intensity; higher % means a stronger effect;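 note: plate controls were DMSO vehicle for no effect and wells lacking substrate for full effect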
XIAP displacement = small molecules displacing peptide from XIAP – biochemical, IAP family, fluorescence polarization (AID 1018); one-dose displacement, % at 20 µM; IC50 in µM for titrated hits; XIAP BIR domain, fluorescence polarization peptide displacement; higher % means a stronger effect; 200,000 compounds, 0.007% hits; in the data active = displacement above about 50%; note: a part of the inactive calls stands beside numbers as strong as those of hits
NOD2 inhibition = inhibition of NOD2-driven NF-kB reporter – cell-based, luminescence, uHTS, HEK293 (AID 1566); 290,000 compounds, 0.63% hits; HEK293 NOD2/NF-kB luciferase reporter, luminescence; higher % means a stronger effect; inhibition, % at 4 µM, or EC50 in µM where a hit was titrated; note: many of its hits are not listed in these tables
human PMI inhibitors = MPI inhibition at elevated mannose 6-phosphate – biochemical, fluorescence intensity, high mannose 6-phosphate, primary screen (AID 1220); recombinant PMI enzyme, coupled fluorescence intensity; higher % means a stronger effect; one-dose inhibition, % at 20 µM; IC50 in µM for titrated hits; 190,000 compounds, 0.66% hits
LYP inhibition = inhibitors of LYP phosphatase, biochemical, fluorescence intensity, uHTS (AID 1779); one-dose inhibition, % at 11.5 µM; IC50 in µM for titrated hits; recombinant LYP phosphatase, fluorescence intensity; higher % means a stronger effect; 290,000 compounds, 0.054% hits;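 note: plate controls were vehicle with enzyme for no effect and no enzyme for full effect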
TNAP activation fold = human TNAP enzyme activators, primary screen, biochemical, luminescent, no phosphate acceptor, uHTS (AID 1001); 200,000 compounds, 0.03% hits; purified TNAP, luminescent activation assay, no phosphate acceptor; higher activation fold means a stronger effect; one-dose activation fold at 20 µM; EC50 in µM for titrated hits; in the data active = activation fold from about 3, or a potency from the dose series; inactive = the rest, 99 in 100 with activation fold below about 1.6; note: many of its hits are not listed in these tables
* marks the source's active call; other numbers are inactive results; . = no result given; [ ] = dose if it differs, or a comment. Cut-off read from the data, not from the text of the source, unless noted: active = inhibition above about 50%; inactive = the rest. Only part of the results is shown (hit frequency here may not be typical).

mol,KOR beta-arrestin-1,KOR beta-arrestin-2,NOD1 NF-kB reporter,human PMI inhibition,XIAP displacement,NOD2 inhibition,human PMI inhibitors,LYP inhibition,TNAP activation fold
Cc1nc(Nc2ccc3c(c2)OCCO3)c2c(C)c(C)sc2n1,2.4%,-2%,-49%,-7%,-4.1%,17%,7%,-14%,1.1
COc1ccc(CCN2C(=O)C3C4CCC(C4=C(C)C)C3C2=O)cc1OC (stereo not given),6.3%,19%,-24%,13%,-3.4%,7%,13%,-2%,1
O=C(Cn1nnc(-c2ccccc2NC(=O)c2ccccc2F)n1)NCc1ccco1,0.6%,1%,32%,-2%,-4.5%,10%,-6%,0%,1
O=C(Nc1nnc(C2CCCO2)s1)c1cccs1 (stereo not given),-1.8%,4%,-18%,6%,-3.3%,-13%,5%,-3%,1.1
CCN(CC)c1ccc(C(=O)Nc2ccccc2)cc1[N+](=O)[O-],-4.8%,-3%,4%,20%,-4.8%,-47%,18%,2%,1
CCOC(=O)/C(C#N)=C\c1ccco1,-3.1%,-16%,14%,2%,-1.1%,13%,-1%,-4%,1.1
Cc1ccc2c(c1C)NC(=O)C21N2CCCC2C(C(=O)c2ccc3ccccc3c2)C12C(=O)Nc1ccccc12 (stereo not given),4.6%,15%,12%,.,.,-73%,.,9%,.
CCOC(=O)c1cnc(-n2nc(C)cc2C)nc1NNc1ncc(-c2ccccc2)cn1,3.8%,4%,12%,.,.,0%,.,-1%,.
Cc1ccc(NC(=O)C(=O)NCc2ccccn2)cc1,2.1%,26%,-48%,-4%,-4.2%,-13%,-2%,-4%,1
Cc1cc(=O)[nH]c(SCC(=O)NC2CCCc3ccccc32)n1 (stereo not given),5.3%,6%,5%,.,.,7%,.,-10%,.
COc1ccc(Cl)cc1NC(=O)CSc1nc(NS(=O)(=O)c2ccccc2)cc(=O)[nH]1,2.6%,0%,35%,.,.,32%,.,-7%,.
O=C(COC(=O)c1cc(Cl)ccc1Cl)NCCN1C(=O)CSC1=O,4.8%,.,-28%,1%,-8.5%,7%,5%,0%,1.2

Following part:
mol,KOR beta-arrestin-1,KOR beta-arrestin-2,NOD1 NF-kB reporter,human PMI inhibition,XIAP displacement,NOD2 inhibition,human PMI inhibitors,LYP inhibition,TNAP activation fold
COc1ccc(C(=O)/C=C/C(=O)N(Cc2ccc3c(c2)OCO3)C(C(=O)NC2CCCCC2)c2ccncc2)c(O)c1 (stereo not given),1.5%,16%,-10%,17%,-5.0%,1%,6%,0%,1
CCN(CC)c1ccc(NC(=O)CN2C(=O)CC(C)(C)S(=O)(=O)c3ccccc32)c(C)c1,0.3%,-28%,-7%,23%,-8.2%,5%,26%,-3%,1
Cc1coc2c(C)c3oc(=O)c(CCC(=O)N(C)CC(=O)O)c(C)c3cc12,-7.6%,8%,-3%,.,.,12%,.,-2%,.
N=c1oc2ccccc2cc1C(=O)Nc1ccc(F)cc1,-1.2%,-3%,-3%,.,.,-64%,.,-2%,.
COc1cccc(-c2cc(C(=O)N3N=C(C)CC3(O)C(F)F)c3ccccc3n2)c1 (stereo not given),-4.9%,34%,-33%,1%,2.2%,3%,8%,-3%,1.1
Cc1ccc(S(=O)(=O)NCCCNS(=O)(=O)c2ccccc2)cc1,-3.6%,-8%[20 µM],-37%,.,.,2%,.,-10%,.
O=C(c1ccc2c(c1)OCO2)C1CCCN(Cc2ccc3cccc(F)c3n2)C1 (stereo not given),.,-48%[20 µM],-30%,.,-5.1%,8%,.,-6%,1
O=C(CN1CCN(c2ccc(F)cc2)CC1)N1N=CCC1c1ccccc1 (stereo not given),-2.2%,18%,.,11%,-6.0%,5%,11%,-3%,1.1
CN(C(=O)COC(=O)C1CCN(S(=O)(=O)c2cccs2)CC1)c1ccccc1,4.1%,9%,-33%,-9%,-2.1%,13%,-8%,-7%,1.1
COc1cccc(CNS(=O)(=O)c2c(C)nc3scc(C)n3c2=O)c1,2.7%,7%,-17%,.,.,4%,.,-9%,.
O=C(CCCc1c[nH]c2ccccc12)Nc1ncccc1O,-1.6%,38%,-30%,.,.,-8%,.,-1%,.
FC(F)(F)c1cnc(NNC(=S)Nc2ccc(Cl)cc2)c(Cl)c1,4.3%,-2%,104%*,-7%,-2.4%,11%,-30%,-4%,1.5

Other structures follow.
mol,KOR beta-arrestin-1,KOR beta-arrestin-2,NOD1 NF-kB reporter,human PMI inhibition,XIAP displacement,NOD2 inhibition,human PMI inhibitors,LYP inhibition,TNAP activation fold
CCOC(Cn1c(CCCO)nc2ccccc21)OCC,-6.5%,-30%,4%,-2%,-4.5%,0%,-12%,-6%,1.2
CC(C)CC1NC(=O)N(CC(=O)c2ccc3c(c2)OCCO3)C1=O (stereo not given),0.1%,3%,-26%,10%,3.7%,-40%,6%,-5%,1.1
CC(Oc1cc2oc(=O)c3c(c2cc1Cl)CCCC3)C(=O)NCc1ccccn1 (stereo not given),-2.0%,-23%,-13%,.,.,3%,.,-8%,.
O=S1(=O)CCN(Cc2csc(-c3cccs3)n2)CC1,-2.0%,1%,-11%,.,.,-76%,.,-3%,.
CCCCN(C(=O)CN1C(=O)C2CC=CCC2C1=O)c1c(N)n(CCC)c(=O)[nH]c1=O (stereo not given),-1.6%,23%,-19%,20%,-7.2%,3%,18%,-2%,1
Cc1cc(C)n2nc(SCC(=O)c3ccc[nH]3)nc2n1,2.8%,19%,-9%,-6%,3.5%,3%,2%,-6%,1.2
CCn1nnc(NC(=O)COc2ccc([N+](=O)[O-])cc2)n1,2.0%,8%,-1%,.,.,1%,.,1%,.
Cc1cc(F)ccc1S(=O)(=O)N1CCCOC1CNC(=O)C(=O)NCc1ccc2c(c1)OCO2 (stereo not given),-3.2%,9%,-28%,.,.,-57%,.,-9%,.
N#C/C(=C\c1ccccc1[N+](=O)[O-])C(=O)Nc1ccc(S(N)(=O)=O)cc1,-0.1%,23%,-5%,.,.,19%,.,-6%,.
CCN(CC)C(=O)Cn1cc(S(=O)(=O)CC(=O)N2CCCCCC2)c2ccccc21,-3.3%,1%,-33%,-5%,-2.0%,8%,6%,-4%,1.1
COc1ccc(NS(=O)(=O)c2ccc(OC)c(NC(=O)CCC3CCCC3)c2)cc1,2.0%,-58%,31%,16%,-7.3%,21%,-3%,4%,1
CCOc1cccc2c1OC1(C)CC2NC(=O)N1c1cccc(F)c1 (stereo not given),0.4%,31%,10%,-2%,-0.4%,6%,-9%,-6%,1.1

The list continues.
mol,KOR beta-arrestin-1,KOR beta-arrestin-2,NOD1 NF-kB reporter,human PMI inhibition,XIAP displacement,NOD2 inhibition,human PMI inhibitors,LYP inhibition,TNAP activation fold
O=C(O)c1cc(NC(=O)c2ccc(Br)cc2)cc(NC(=O)c2ccc(Br)cc2)c1,-0.6%,-22%,-29%,.,.,1%,.,-4%,.
CCc1cc2c(=O)c(-c3cnn(-c4ccccc4)c3)c(C(F)(F)F)oc2c(CN(C)C)c1O,5.4%,-26%,21%,-8%,-2.4%,15%,-10%,-6%,0.9
O=[N+]([O-])c1ccc(-c2nc(=S)c3c(o2)CCCC3)cc1,14%,18%,-39%,-28%,0.9%,-17%,-35%,0%,1
COc1ccc(C(=O)N/N=C/c2c(CO)cnc(C)c2O)cc1,-0.6%,-7%,-11%,-8%,-5.9%,-28%,-36%,-5%,1.3
O=C(Nc1ccccc1C(=O)NCc1cccnc1)c1ccccc1F,2.4%,-32%,-22%,.,.,-1%,.,-6%,.
O=C(CSc1nnc(-c2cccnc2)n1CCc1ccccc1)NCc1ccccc1,-2.3%,12%,-24%,-10%,-1.7%,16%,-18%,-2%,1.1
Cc1ccc(S(=O)(=O)NC(C(=O)OCC(=O)NC(=O)c2cccn2C)C(C)C)cc1 (stereo not given),-2.8%,-11%,-7%,-2%,-4.9%,-1%,7%,-6%,1.1
CCC(Oc1ccccc1OC)C(=O)Nc1ccc2c(c1)OCO2 (stereo not given),-3.2%,-6%,1%,.,.,6%,.,-9%,.
COC(=O)CCC(=O)Nc1cc(Cl)cc(Cl)c1,6.4%,-20%,-8%,-5%,-8.9%,7%,3%,-7%,1.1
COc1ccc(-c2nn(-c3ccccc3)cc2/C=N/Nc2ccc3ccccc3n2)cc1OC,2.9%,5%,8%,3%,-2.6%,-86%,5%,-1%,1.1
CCOc1ccc(C)cc1S(=O)(=O)n1cnc2ccccc21,3.7%,-14%,18%,.,.,-6%,.,-6%,.
CCCCc1nc2ccccc2n1Cc1nnc2n1-c1ccccc1SC2,-3.4%,20%,-8%,-18%,-1.8%,19%,-8%,-5%,1

Whole records as entered above. Values in the order: KOR beta-arrestin-1 | KOR beta-arrestin-2 | NOD1 NF-kB reporter | human PMI inhibition | XIAP displacement | NOD2 inhibition | human PMI inhibitors | LYP inhibition | TNAP activation fold
`Cc1ccc(S(=O)(=O)NC(C(=O)OCC(=O)NC(=O)c2cccn2C)C(C)C)cc1` (stereo not given) is listed as -2.8% | -11% | -7% | -2% | -4.9% | -1% | 7% | -6% | 1.1
`COC(=O)CCC(=O)Nc1cc(Cl)cc(Cl)c1` is listed as 6.4% | -20% | -8% | -5% | -8.9% | 7% | 3% | -7% | 1.1
`CCC(Oc1ccccc1OC)C(=O)Nc1ccc2c(c1)OCO2` (stereo not given) is listed as -3.2% | -6% | 1% | . | . | 6% | . | -9% | .

Remaining list, next part.
mol,KOR beta-arrestin-1,KOR beta-arrestin-2,NOD1 NF-kB reporter,human PMI inhibition,XIAP displacement,NOD2 inhibition,human PMI inhibitors,LYP inhibition,TNAP activation fold
COC(C(=O)Nc1ccnn1C1CCN(Cc2ccccn2)CC1)c1ccccc1 (stereo not given),1.2%,8%,-34%,.,.,7%,.,-5%,.
O=C(NCc1ccccc1)C(c1ccc(Cl)cc1)N(C(=O)c1csnn1)C1CC1 (stereo not given),-4.5%,1%,-4%,.,.,13%,.,-8%,.
C=CCN(CC=C)C(=S)NCCc1ccc(OC)c(OC)c1,-3.0%,10%,0%,16%,-7.3%,2%,7%,-2%,1
COc1ccc(-c2c(NC(=O)c3ccco3)oc3c(C)cccc3c2=O)cc1OC,-1.4%,22%,-6%,.,.,17%,.,-4%,.
CCCNS(=O)(=O)c1ccc(NC(=O)c2cccnc2)cc1,-1.1%,-8%,-5%,-2%,-2.6%,18%,-2%,-7%,1.1
Cc1noc(/C=C/c2ccccn2)c1[N+](=O)[O-],-2.0%,-4%,-6%,.,.,13%,.,0%,.
COc1ccc(N2CCn3c2nc2c3c(=O)n(CCc3ccccc3)c(=O)n2C)cc1,.,.,10%,4%,-1.0%,6%,7%,-9%,1.1
N#CCCN/N=C(/Cc1nc2ccccc2[nH]1)c1cccc(Cl)c1,0.9%,-14%,-17%,-7%,-22%,-30%,-27%,1%,1
CCc1c(C)sc(NC(=O)c2ccc(Br)o2)c1C(=O)OC,10%,2%,-1%,3%,-3.9%,2%,2%,2%,1
COCCCn1c(-c2ccc(S(=O)(=O)N3CCOCC3)cc2)csc1=Nc1ccccc1,2.6%,26%,46%,-9%,-5.4%,9%,-17%,-3%,1.1
Cc1ccc(S(=O)(=O)NCC(=O)N/N=C/c2ccccc2O)cc1,.,22%[20 µM],-8%,1%,-0.6%,34%,-20%,1%,1.1
CC(C)OC(=O)c1c(NC(=O)c2cccs2)sc2c1CCCC2,-2.5%,-38%,-3%,8%,-4.5%,10%,8%,-4%,1.1
CCN(c1ccccc1)S(=O)(=O)c1cc([N+](=O)[O-])ccc1N,.,0%[20 µM],-27%,.,-3.0%,10%,.,0%,1
Cc1ccc(C(=O)NC(=S)Nc2ccc(NC(=O)c3cccc(Cl)c3)cc2)cc1,-4.5%,5%,-44%,16%,-1.5%,-34%,6%,-2%,1

Screening results deposited in PubChem BioAssay by Sanford-Burnham Center for Chemical Genomics.
